# Tn6 DDE FP: inhibitors of Tn6 peptide binding to human fibrin DD(E). Fibrin DD(E) TRITC-Tn6 fluorescence polarization displacement. inhibition, % at 8.3 µM. 370,000 tested, 0.21% active;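 active = inhibition above a per-campaign cutoff: mean of compounds within control limits plus 3 SD, cut at about 15% in these data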;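 note: 0% = median of all compound wells on the plate and 100% = blocking peptide control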
# sPLA2-III inh: Blocks human group III sPLA2 activity; Q9NZ20; QFRET BODIPY PC-A2 liposome hydrolysis, fluorescence; inhibition, % at 12.2 µM; 370,000 tested, 0.56% active; AID 743126;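 active = inhibition above mean plus 3 SD of compounds lying within the high and low control bounds, cut at about 19% in these data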;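 note: 0% = median of test compound wells and 100% = no enzyme DMSO wells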
# PLCg1 inh: blocks human PLC-gamma1 enzyme activity; purified PLC-gamma1, fluorogenic substrate, fluorescence; inhibition, % at 12.2 µM; 370,000 tested, 0.84% active; AID 720700; in the data active = inhibition above about 9.5%
# UHRF1 MBD2 ctr: human UHRF1 methylated DNA binding inhibitors; UHRF1 binding to methylated oligo, TR-FRET; inhibition, % at 4.4 µM; 370,000 tested, 0.75% active; in the data active = inhibition above about 21%;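 note: UHRF1 SRA domain binding a hemimethylated CpG hairpin DNA probe; 0% = median of test compound wells and 100% = reference inhibitor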
# Target sequence (Q96T88 whole entry, looked up, the tested form may be a part): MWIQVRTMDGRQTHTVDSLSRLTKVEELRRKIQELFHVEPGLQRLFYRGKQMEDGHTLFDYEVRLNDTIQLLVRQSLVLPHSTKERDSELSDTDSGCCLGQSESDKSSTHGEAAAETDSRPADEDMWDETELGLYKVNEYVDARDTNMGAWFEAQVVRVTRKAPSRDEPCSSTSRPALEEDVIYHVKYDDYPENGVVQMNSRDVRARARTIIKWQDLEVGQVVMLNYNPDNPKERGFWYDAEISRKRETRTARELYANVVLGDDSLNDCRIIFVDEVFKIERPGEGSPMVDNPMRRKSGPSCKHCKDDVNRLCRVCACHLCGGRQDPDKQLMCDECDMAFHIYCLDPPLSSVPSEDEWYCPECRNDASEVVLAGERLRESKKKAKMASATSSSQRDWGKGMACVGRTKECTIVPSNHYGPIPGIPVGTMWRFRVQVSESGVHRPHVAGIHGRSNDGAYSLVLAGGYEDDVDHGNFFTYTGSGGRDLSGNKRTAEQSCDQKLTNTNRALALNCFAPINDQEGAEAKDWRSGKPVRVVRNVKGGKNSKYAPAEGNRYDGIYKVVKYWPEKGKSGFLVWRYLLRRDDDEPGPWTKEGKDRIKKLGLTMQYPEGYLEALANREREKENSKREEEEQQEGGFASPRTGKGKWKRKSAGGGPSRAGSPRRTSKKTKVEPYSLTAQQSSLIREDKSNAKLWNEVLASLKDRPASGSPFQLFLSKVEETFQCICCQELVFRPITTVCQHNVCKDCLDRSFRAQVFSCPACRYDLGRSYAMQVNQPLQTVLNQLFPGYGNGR
# ASAP1 GAP inh: blocks human ASAP1-stimulated Arf1 GTP hydrolysis; Q9ULH1; GDP FP detection; inhibition, % at 16.5 µM; 360,000 tested, 0.19% active; AID 624377; in the data active = inhibition above about 25%;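 note: 0% = vehicle with enzyme and substrate and 100% = no enzyme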
# PLC-beta3 inh: PLC-beta3 (human) inhibition, primary screen | Q01970 | Purified PLC-beta3, fluorogenic substrate, fluorescence | 370,000 tested, 0.18% active | inhibition, % at 12.2 µM; in the data active = inhibition above about 11%;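 note: 0% = median of compound wells on plate and 100% = full blocker control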
# ARFGAP1 inhibitor: inhibits rat ARF GTPase activating protein 1. Arfgap1-stimulated ARF1 GTP hydrolysis, GDP FP detection. inhibition, % at 16.5 µM. 360,000 tested, 0.26% active;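 active = inhibition above a per-plate limit, mean inhibition of low control wells plus 3 SD, cut at about 25% in these data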;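 note: 0% = DMSO wells with enzyme and 100% = wells lacking Arfgap1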
#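 Repeats: one replicate per compound; assay system: rat Arfgap1 catalytic domain, aa 1-136; times: enzyme reaction 120 min at 25 °C after 20 min preincubation; detection: FP of antibody-bound GDP Alexa 633 tracer, ex 620/em 688 nm; benchmarks: high control wells lacking Arfgap1, low control full reaction with DMSO; reagent: human ARF1(Δ1-17)-GTP substrate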
# NR1D1 modulator: modulates human Rev-erb alpha binding to DNA | 370,000 tested, 0.79% active | P20393 | Rev-erbα–FITC-DNA binding, fluorescence polarization, 90 min | activity, % at 10 µM;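 active = activity above about 14%, limit read from the data; passing the limit was not always enough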;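 note: 0% = DMSO wells with 35 nM protein and 100% = DMSO wells with 750 nM protein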
# DDE Tn7 FP inh: DD(E)-Tn7 binding inhibition, primary FP screen | FP displacement of FITC-Tn7 peptide from fibrin DD(E); 0% = median of compound wells per plate | 370,000 tested, 0.13% active | inhibition, % at 8.3 µM | AID 720508 | P02675;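 active = inhibition above the mean of compounds falling within the control limits plus 3 SD of them, cut at about 14% in these data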;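 note: 0% = plate median of compound wells and 100% = 10 µM Aha-Tn7 peptide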
#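 Measure: % inhibition scaled between sample-field median and high-control FP; Test system: human fibrin DD(E); Quantity: 2 µM final DD(E) protein; Doses: one dose, 8.3 µM nominal; Schedule: compound with protein 10 min, then 3 h after probe, room temperature; Detection: fluorescence polarization; Medium: Tris buffer with calcium and detergent, pH 7.8.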
# KLK7 zymogen act: activates the human kallikrein-7 zymogen. AID 652039. activation, % at 7 µM. P49862. 370,000 tested, 0.9% active. purified proKLK7, EDANS-DABCYL substrate fluorescence; 100% is mature enzyme control, 0% vehicle;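 active = activation above the mean of all tested compounds plus 3 SD, computed per campaign excluding outliers beyond control limits, cut at about 13% in these data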
# Target sequence (P49862 whole entry, looked up): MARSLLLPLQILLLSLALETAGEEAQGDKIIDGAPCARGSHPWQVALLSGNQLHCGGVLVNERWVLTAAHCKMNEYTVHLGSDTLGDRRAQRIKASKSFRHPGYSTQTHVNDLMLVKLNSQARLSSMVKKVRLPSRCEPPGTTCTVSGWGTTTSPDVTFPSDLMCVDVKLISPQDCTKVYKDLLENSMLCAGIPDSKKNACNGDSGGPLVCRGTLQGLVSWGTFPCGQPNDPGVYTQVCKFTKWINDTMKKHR
# * marks the source's active call; other numbers are inactive results; i = inactive; . = not tested or not shown; & = joins results of further samples.
SMILES,Tn6 DDE FP,sPLA2-III inh,PLCg1 inh,UHRF1 MBD2 ctr,ASAP1 GAP inh,PLC-beta3 inh,ARFGAP1 inhibitor,NR1D1 modulator,DDE Tn7 FP inh,KLK7 zymogen act
CCn1cnc2scc(-c3ccc(C)c(C)c3)c2c1=O,-3.4,0.6,9.0,1.2,4.1,2.9,0.8,2.3,-3.1,0.2
COC(=O)c1c(N2C(=O)Nc3ccccc3N2O)sc2c1CCCC2,-7.2,4.7,-57.8,6.7,1.5,-49.5,4.3,4.5,3.2,0.2
COc1cccc(NC(=S)N(Cc2ccc(Cl)cc2)Cc2ccc(C(=O)O)cc2)c1,-4.1,-15.2,4.2,2.6,11.4,-4.8,-1.4,-1.1,3.8,0.5
COc1ccc(C2=NN3C(C2)c2ccccc2OC3c2cccs2)cc1 (stereo not drawn),0.1,-9.5,-81.9,-1.5,6.2,-123.7,-2.9,-2.2,-5.1,4.3
CC(C)CCNC(=O)C1CCC(=O)N1CCc1ccccc1 (stereo not drawn),-0.9,-0.8,-1.8,-1.3,-6.8,-2.2,-1.9,-4.7,-3.4,-0.2
CCOC(=O)Cc1nnc(NC(=O)c2cccc(OCC)c2)s1,3.0,-40.2,-1.5,-0.2,-7.9,-5.7,7.1,-3.5,-2.8,-0.4
CC(C)(C)NC(=O)/C(=C\c1cccnc1)NC(=O)c1ccco1,7.7,1.5,3.1,0.4,-1.6,-0.2,-1.4,-0.2,11.9,-0.5
O=C(COc1ccccc1Cl)NCC(c1cccs1)N1CCOCC1 (stereo not drawn),2.8,0.1,-2.5,-0.4,6.7,0.9,6.0,4.5,11.0,0.2
CCOc1ccccc1NC(=O)N1CCC(C(=O)c2ccc(F)cc2)CC1,2.6,0.5,5.3,0.0,-3.3,5.3,6.8,1.3,-7.2,-0.2
Cc1ccc2nc(N(CCCN(C)C)C(=O)c3ccc(Br)s3)sc2c1,-6.0,3.2,-4.3,-2.6,-10.0,-14.6,11.3,9.2,-6.8,0.1
O=C(NC(=S)Nc1ccccc1O)c1ccc(Cl)cc1Cl,2.5,2.0,3.4,-4.6,-7.7,-1.8,1.4,3.0,5.2,-0.3
O=C1CN(S(=O)(=O)c2ccc(F)cc2)c2ccccc2N1,-2.8,1.1,2.2,1.6,11.9,-1.6,9.5,2.3,-9.6,1.0
Cc1cn([C@H]2C[C@H](O)[C@@H](CNC(=O)c3ccccn3)O2)c(=O)[nH]c1=O,-1.3,4.5,4.2,0.5,6.6,2.8,3.8,-2.9,-1.0,0.3
O=C(NN=C1CCCCCCCCCCC1)c1ccccc1F,0.2,1.4,-0.6,-2.0,2.8,1.3,-6.1,-6.7,-0.2,-0.2
C[C@H](CO)N1C[C@H](C)[C@@H](CN(C)S(=O)(=O)c2cccs2)Oc2ccc(NC(=O)Cn3cnnn3)cc2C1=O,5.4,2.1,-0.5,-1.8,7.8,-4.4,-1.8,2.8,-4.8,-0.1
C/C(N)=C(/C#N)C(=O)CSc1nnc(Nc2cccc(C)c2C)s1,-3.9&-2.7,-18.9&-12.6,4.6&-2.7,4.0&-2.0,2.8&-5.7,-5.7&-1.1,-8.1&-0.1,-1.5&-5.7,3.7&-1.0,0.6&1.0
NS(=O)(=O)c1ccc(CCNC(=O)c2cc(-c3ccccn3)nc3ccc(Br)cc23)cc1,0.2,0.3,1.6,-0.4,-5.2,2.9,-1.3,33.7*,-5.4,-0.1
CCC(C)NC(=O)C(NS(=O)(=O)c1cccc2nsnc12)c1ccccc1 (stereo not drawn),1.1,-0.4,5.2,4.0,-7.8,4.7,-8.8,-0.3,1.2,0.5
CCn1c2ccccc2c2cc(NC(=O)CNCC3CCCO3)ccc21 (stereo not drawn),5.6,-2.9,-2.3,-3.9,-5.7,-2.2,-2.6,-2.9,3.7,-0.3
COc1ccc(NC(=O)c2ccc(NC(=O)C3CC3)cc2)cc1,4.6,-1.6,-3.3,-1.4,-5.4,-4.4,-5.9,3.0,-0.3,1.7
O=C(CSc1nnc(COc2ccc(Cl)cc2)o1)N1CCN(c2ccccc2)CC1,1.2,3.5,1.7,-0.1,-13.2,-0.8,8.0,1.4,-5.6,-0.6
COC(=O)CSc1ncnc2c1cnn2-c1ccc(C)cc1C,-0.8,3.6,5.7,2.5,4.8,-3.8,8.0,-1.1,-0.6,0.0
CC(C)C(OC(=O)c1ccco1)C(=O)NCc1ccco1 (stereo not drawn),0.9,3.4,-0.1,33.4*,13.6,-2.2,-3.3,8.2,-0.1,-1.1
O=C(Nc1cccc(S(=O)(=O)N2CCCCCC2)c1)C1=COCCO1,5.9,-41.7,3.4,-2.7,9.3,-3.7,-2.7,-2.9,-0.7,-0.3
FC(F)(F)c1cc(-c2ccccc2)nc(-n2cc(Cl)cn2)n1,5.4,4.3,-0.8,-1.8,2.6,0.3,2.5,2.8,4.7,-0.8
NC(=O)CSc1nnnn1-c1ccccc1Cl,0.1,3.7,4.1,0.0,-7.5,1.6,6.0,5.4,-3.1,-0.6
Cc1cccc(CN2CCN(C3CN(C4CCCC4)S(=O)(=O)C3)CC2)c1 (stereo not drawn),-4.4,7.3,6.1,3.9,2.9,-3.6,4.3,0.1,3.0,0.1
COc1ccccc1NCC(=O)n1nc(C)cc1C,1.2,10.3,-0.3,-0.1,8.6,-7.6,3.0,10.3,6.4,-0.2
Cc1ccc(C(=O)Nc2ccccc2)cc1S(=O)(=O)N1CCN(C)CC1,2.3,3.5,4.0,1.0,5.2,-2.9,5.3,2.3,-1.0,-0.2
Cn1cc(SCC(=O)O)c2ccccc21,3.3,5.9,-4.8,3.0,-2.1,-2.7,2.3,1.7,3.3,0.0
Cc1ccc2nc(Cl)c(C3CC(c4cccs4)=NN3C(=O)CCC(=O)O)cc2c1 (stereo not drawn),0.4,0.4,-4.7,0.0,-6.7,-6.8,5.1,-1.8,2.2,-0.1
O=[N+]([O-])c1ccc(CN2CCN(c3ccc(F)cc3)CC2)o1,6.9,2.9,7.9,-4.3,-3.7,-0.6,-3.3,1.6,0.3,0.3
CCOC(=O)[C@@]12CCCC3=C1N(CCC3)C(=O)[C@H]2CC(=O)NCC1CCCCC1,-1.5,12.0,1.4,0.6,.,-4.9,.,-4.4,9.1,-0.4
CCCCn1c(=O)c(CCC(=O)OCC(=O)NCc2ccc(OC)c(OC)c2)nc2ccccc21,1.9,-5.8,0.0,0.5,7.4,1.1,-35.0,-2.6,3.8,1.2
Cc1ccc(NC(=O)CN2C(=O)C(=O)N(C3CCCC3)C2=O)c(Cl)c1,4.9,-3.0,-2.9,7.2,-0.7,-5.7,6.7,-4.7,-6.5,0.1
COC(=O)c1cc(Oc2ccc(S(=O)(=O)N3CCOCC3)cc2[N+](=O)[O-])cc(C(=O)OC)c1,-2.8,11.3,6.3,1.2,7.7,-7.0,-2.6,1.8,-8.2,0.6
COc1ccc(C(=O)c2cn[nH]c2-c2ccc(C)cc2O)cc1,-7.2,-90.7,2.1,-2.6,2.8,-3.0,13.8,-6.3,5.4,0.3
O=S(=O)(c1cccc(-c2nnc(SC(F)F)n2-c2ccccc2)c1)N1CCCCC1,-2.7,-4.6,-0.9,1.9,-3.8,0.5,-6.4,0.7,3.4,0.2
CC(Sc1nc(N)cc(N)n1)C(=O)NCC1CCCO1 (stereo not drawn),-4.6,0.8,0.4,-2.5,1.9,-2.4,-6.2,0.7,-5.8,0.7
Cc1ccc(NC(=O)C2CCCN2S(=O)(=O)c2ccc(F)cc2)c(C)c1 (stereo not drawn),-1.5,6.2,1.7,3.5,5.4,0.3,-0.3,0.5,-7.1,0.3
COc1cccc(C(=O)Nc2ccc(NC(=O)Cc3ccccc3)cc2)c1,4.3,-0.5,4.2,-0.3,4.5,-1.3,2.8,-5.5,0.7,-0.3
NC(=O)C1CCN(C(=O)C2CCN(S(=O)(=O)c3ccccc3)CC2)CC1,2.4,-1.3,3.0,-1.8,-8.0,2.8,4.0,5.0,-6.6,0.1
N#C/C(=N\Nc1ccccc1)C(=N)N1CCOCC1,-3.6,14.1,4.2,0.2,5.2,2.8,-3.2,-2.3,7.2,-0.5
Cc1ccccc1-c1cc(C(=O)NCC2CC2)n(CC2CC(c3cccnc3)=NO2)n1 (stereo not drawn),4.0,2.6,2.2,-1.9,4.7,-0.6,-5.4,-6.3,4.7,0.7
Cc1ccc2nc(-c3ccc(Br)cc3)cn2c1,-3.2,-1.0,-2.0,-0.2,6.6,-10.1,-13.5,3.2,-0.3,-0.9
Cc1ccccc1Nc1nnc(SCC(=O)c2c(N)n(C3CC3)c(=O)[nH]c2=O)s1,-3.3,7.8,-1.4,-3.2,19.8,-4.8,18.0,-1.7,-0.4,-0.3
CCCNC(=S)Nc1ccc2nc(-c3ccccn3)c(-c3ccccn3)nc2c1,-3.8,-1.0,-372.4,-3.5,9.0,i,-4.0,7.5,-0.2,16.1*
Cc1sc(NC(=O)c2ccccc2)c(C(c2ccc(Cl)cc2)N2CCN(CCO)CC2)c1C (stereo not drawn),-5.4,18.5,-73.8,2.4,12.6,-77.0,-12.1,1.7,1.5,4.2
O=C(CN1CCN(Cc2ccccc2F)C1=O)NCCc1ccc(Cl)cc1,-5.7,0.8,-1.7,2.1,-4.1,-1.7,-8.2,0.4,-1.1,0.1
O=C(Nc1ccc(Oc2ccsc2C(=O)O)cc1)c1ccccc1,-11.2,11.8,4.6,5.5,-2.1,-7.0,9.9,-5.5,-3.7,0.2
O=C(CN(C(=O)CCC(=O)Nc1ccccn1)c1cccc(F)c1)NCc1ccc2c(c1)OCO2,-4.4,2.1,3.6,0.8,-2.0,-5.0,-2.8,3.4,-0.4,-0.1
COC(=O)C(CC(C)C)NC(=O)CNC(=O)c1ccccc1C (stereo not drawn),-1.9,-1.2,-1.2,-5.2,-2.2,5.6,4.5,-0.7,0.5,-0.7
COc1ccc(OC)c(/C=N/NC(=O)c2ccncc2)c1,-1.6,7.9,-9.7,3.0,3.9,-21.0,-8.3,-7.6,-6.4,41.0*
CCN(Cc1ccncc1)C(=O)c1cc(COc2ccc(C)c(C)c2)on1,4.4,-10.3,-1.4,0.7,-2.0,-6.8,2.6,-1.6,8.2,0.3
COc1ccc(NC(=O)CSc2c3c(nc4ccccc24)CCCC3)c(OC)c1,-5.6,10.4,2.5,2.8,1.1,-9.3,2.5,-1.0,-2.7,0.8

# Screening results (PubChem)
